V-ATPase pH: regulators of yeast V-ATPase proton pumping, primary screen, pHLuorin cytosolic pH fluorescence | S. cerevisiae | response, % at 10 µM | hit rate 0.37% among 350,000; in the data active = response mostly above about 7.3%, no sharp cut-off; inactive = mostly below about 5.4%; also: actives read high; inactives centre near 0; some compounds called inactive have numbers as strong as hits; reference of the scale not given here
Cardiac RTF inh: cardiac RTF calcium sensitivity inhibitors, primary screen, biochemical, IANBD-TnC fluorescence, EC70 calcium; Troponin I, cardiac muscle (Homo sapiens) + Troponin T, cardiac muscle (Homo sapiens) + …; IANBD-labeled cardiac RTF, Ca2+ fluorescence; inhibition, % at 7.15 µM; hit rate 0.12% among 340,000; AID 493244, 2011;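 active = inhibition above the mean inhibition of all tested compounds plus 3 SD, cut at about 17% in these data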;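 also: assay run at fixed EC70 calcium of 1.6 mM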
CAL PDZ FP-1: untagged CAL PDZ binding inhibitors, primary screen, biochemical, fluorescence polarization, HTS; Golgi-associated PDZ and coiled-coil motif-containing protein (Homo sapiens), Q9HD26; purified CAL PDZ, TMR-peptide fluorescence polarization, 1 h; inhibition, % at 24.9 µM; hit rate 0.92% among 300,000; AID 602252, 2012;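 active = mean inhibition of at least 30% with at least half of replicates also reaching 30%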;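 also: 0% = DMSO neutral control and 100% = excess unlabeled competitor peptide PRC23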
NSD2 HMT inh: NSD2 histone methyltransferase inhibitors, primary screen, biochemical, AlphaScreen, single concentration, set 2; inhibition, % at 12.5 µM; hit rate 0.54% among 310,000; NSD2 peptide methylation, 120 min; AID 743445, 2014; Histone-lysine N-methyltransferase NSD2 (Homo sapiens), O96028; in the data active = inhibition above about 50%
DAGLB inhibitor: DAGLB lipase inhibitors, primary screen, biochemical, fluorescence, HTS; Diacylglycerol lipase-beta (Homo sapiens), Q8NCG7; HEK293T DAGLB membrane lysate, EnzChek fluorogenic substrate; inhibition, % at 5.17 µM; hit rate 0.059% among 340,000; AID 504411, 2011; in the data active = inhibition above about 34%;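 also: 0% = enzyme with vehicle and 100% = wells lacking enzyme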
Target sequence (Q8NCG7 whole entry, looked up): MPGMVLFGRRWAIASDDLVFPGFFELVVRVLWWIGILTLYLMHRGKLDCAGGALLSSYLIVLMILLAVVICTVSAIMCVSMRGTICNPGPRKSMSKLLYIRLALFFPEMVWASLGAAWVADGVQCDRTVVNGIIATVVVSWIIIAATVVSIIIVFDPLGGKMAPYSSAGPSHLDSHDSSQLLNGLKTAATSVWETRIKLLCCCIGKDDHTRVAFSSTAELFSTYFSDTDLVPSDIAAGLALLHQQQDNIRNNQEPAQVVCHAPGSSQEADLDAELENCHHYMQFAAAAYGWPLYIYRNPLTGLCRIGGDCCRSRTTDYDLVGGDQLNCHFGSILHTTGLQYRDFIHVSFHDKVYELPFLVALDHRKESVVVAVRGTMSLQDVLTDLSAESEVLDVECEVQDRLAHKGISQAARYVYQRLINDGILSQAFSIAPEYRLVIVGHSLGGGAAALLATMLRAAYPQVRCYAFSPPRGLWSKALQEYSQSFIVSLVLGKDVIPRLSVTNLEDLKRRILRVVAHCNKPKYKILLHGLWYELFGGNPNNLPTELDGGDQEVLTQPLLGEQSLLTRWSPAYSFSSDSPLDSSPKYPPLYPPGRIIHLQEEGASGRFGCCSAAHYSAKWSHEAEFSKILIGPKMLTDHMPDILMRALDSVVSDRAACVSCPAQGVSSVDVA
Arrestin-AP2 inh: inhibitors of beta-arrestin/AP2 binding, primary screen, biochemical, GPCR trafficking, flow cytometry; beta-arrestin 1 C-terminal peptide binding to AP2 beta2-adaptin appendage (human); FITC-arrestin peptide / GST-AP2 beads; AP2 beta2 appendage carries R879A mutation; inhibition, % at 10 µM; hit rate 0.31% among 340,000; AID 504490, 2011;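 active = inhibition above a set limit, near 3 SD of compounds lacking own fluorescence, cut at about 54% in these data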;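 also: plate controls were DMSO wells for no effect and 5 µM unlabelled arrestin peptide for full effect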
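System: GST-AP2 R879A glutathione beads. Medium: PBS with 0.05% Tween 20 and 0.1% BSA. Also added: FITC-arrestin peptide, 50 nM. Incubation: 12 min plus 1 h, RT. Measured by: high-throughput flow cytometry of beads, ex 488, em 535 nm. Evaluation: percent drop in bead-associated FITC signal.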
LANA DNA inh: inhibitors of KSHV C-LANA binding to DNA, primary screen, biochemical, fluorescence polarization, FAM-LBS DNA, MBP-C-LANA, single point. AID 504423, 2011. inhibition, % at 9 µM. hit rate 0.078% among 340,000;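 active = highest replicate inhibition at or above 60% at 9 µM, even if other replicates fall short; inactive = all replicates below 60% inhibition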;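 also: 0% = neutral control wells and 100% = 4 µM acridine orange control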
Keap1 Nrf2 FP: Keap1-Nrf2 protein-protein interaction inhibitors, primary screen, biochemical, fluorescence polarization, single point. hit rate 0.15% among 340,000. AID 504523, 2011. Kelch-like ECH-associated protein 1 (Homo sapiens), Q14145. Keap1 Kelch-Nrf2 peptide fluorescence polarization, 1536-well. inhibition, % at 9.4 µM; in the data active = inhibition above about 12%;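 also: human Keap1 Kelch domain with fluorescein labeled Nrf2 9mer peptide probe; 0% = neutral control wells and 100% = peptide positive control; higher means more block of Keap1 binding to Nrf2 peptide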
DSG3 Ab inh: inhibitors of pemphigus antibody binding to DSG3, primary screen, biochemical, bead-based, flow cytometry, scFv-GFP | Desmoglein-3 (Homo sapiens), P32926 | DSG3-coupled beads, scFv-anti-DSG3-GFP binding; active compounds read low | binding (percent of control), % at 10 µM | hit rate 0.48% among 310,000;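 active = binding more than 3 SD below its plate's average and above zero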;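 also: hits lower antibody fragment binding to DSG3; some compounds called inactive have numbers as strong as hits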
CAL PDZ FP-2: CAL PDZ peptide-binding inhibitors, primary screen, biochemical, fluorescence polarization, Cer-tagged CAL PDZ, HTS; purified CAL PDZ, TMR-peptide fluorescence polarization, 1 h; inhibition, % at 20 µM; hit rate 0.02% among 330,000; AID 504414, 2011;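 active = highest replicate inhibition of at least 40%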;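 also: plate controls were DMSO neutral control wells for no effect and unlabeled competitor peptide control wells for full effect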
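material = purified tagged CAL PDZ domain construct (CerCALP) | compound dosing = 20 µM, one dose | times = 1 h at RT | measured by = fluorescence polarization from S- and P-plane intensities, G-factor corrected | read-out = inhibition from polarization loss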
* hit, by the source's call; / = no result given. A portion of the library; rates above refer to the full screens.

smiles	V-ATPase pH	Cardiac RTF inh	CAL PDZ FP-1	NSD2 HMT inh	DAGLB inhibitor	Arrestin-AP2 inh	LANA DNA inh	Keap1 Nrf2 FP	DSG3 Ab inh	CAL PDZ FP-2
CN(c1ccccc1)S(=O)(=O)c1ccc(Cl)c(C(=O)NCCc2c[nH]c3ccccc23)c1	-4	-7	-5	-3	-1	24	0.8	-2	101	-0.7
O=C(c1ccc(-c2ccccc2)cc1)C1CCCN(C(=O)Cn2cncn2)C1 (centres undefined)	-2	-3	-5	10	0	6	0.7	3	103	-2.7
Clc1ccc(SCCCCN2CCOCC2)cc1	0	-7	-2	-1	2	-6	0.4	1	106	-0.3
O=C(Nc1ccccc1Cc1ccccc1)c1ccccc1F	4	1	-2	-10	-7	0	0.9	-4	102	-2.1
COc1ccc(-n2ncc3c(NC(C)C)ncnc32)cc1	4	4	-3	3	-2	42	-1.1	0	105	-1.0
O=C(NCCN1C(=O)S/C(=C/c2cccnc2)C1=O)c1cccs1	-5	-6	-1	0	1	-1	0.4	-12	109	-3.2
O=C(Cn1ccc(=O)[nH]c1=O)NCCO	-3	-5	-3	4	2	-16	3.0	-6	96	-0.1
CCc1c(O)cc(=O)n(-c2ccccc2)c1-c1ccccc1	10	-5	0	4	5	/	-2.1	-2	98	-0.2
CN(C)c1ccc(N=Cc2cccn2C)cc1	-4	-8	-2	/	9	-8	-2.8	-5	92	-0.3
Cc1ccc(-c2cc(C(F)F)n3ncc(C(=O)N4CCN(c5ccccn5)CC4)c3n2)cc1	4	-3	/	/	-7	4	0.6	-7	100	-3.7
N#Cc1ccccc1OCC(=O)N1CC(=O)Nc2ccccc21	2	/	/	-3	-1	/	/	/	104	/
CCOC(=O)N1CCN(Cc2nc(Cc3cccc(C(F)(F)F)c3)no2)CC1	0	-13	/	0	-5	5	-0.3	-3	101	-0.3
Cc1ccc(-c2ccc(/C=N\n3cnnc3)o2)c(Br)c1	1	0	-2	3	0	-5	-2.0	-1	96	-2.5
CCn1nc(C(=O)Nc2nc(-c3ccccn3)cs2)c2ccccc2c1=O	-6	-14	6	2	-2	27	1.8	1	/	0.5
CC(C)N1CCc2c(sc(NC(=S)NC(=O)c3ccccc3)c2C#N)C1	1	-23	-1	/	-1	-4	-12	-30	94	-2.0
Cn1c(N)c(C(=O)COC(=O)CCC2CCCCC2)c(=O)n(C)c1=O	3	-5	-3	-2	1	55*	5.4	5	95	-0.6
CCOc1ccc(C(=O)Nc2ccc(S(=O)(=O)N3C[C@@H]4C[C@@H](C3)c3cccc(=O)n3C4)cc2)cc1	0	7	-1	/	0	13	-1.4	1	102	-0.5
O=C(CSc1nc(-c2ccco2)cc(C(F)(F)F)n1)Nc1ccc(C(=O)N2CCCCC2)cc1	1	-4	/	/	-4	-1	-1.8	-4	103	-0.7
O=C(O)C1C2C=CC3(O2)C1C(=O)N1c2ccccc2C2OCCC2C13 (centres undefined)	-7	5	-1	3	3	12	3.3	0	97	1.2
O=C(N/N=C/c1cccs1)c1cccnc1	3	/	/	-1	/	10	2.7	-7	103	0.1
O=C(CN1C(=O)NC2(CCCC2)C1=O)N1CCN(S(=O)(=O)c2ccccc2Br)CC1	-4	-7	-4	2	0	11	-0.5	0	110	-1.7
CCOC(=O)/C(C#N)=C/Nc1cc(F)ccc1C	-2	-4	-4	0	-3	1	1.0	1	92	-0.7
Cc1ccc(CNC(=S)Nc2cc(C)ccc2OC(F)F)cc1	0	6	/	-4	-4	42	-0.7	-2	107	-0.3
CC(=O)Nc1ccc(NC(=O)C2CCCN(S(=O)(=O)c3ccc(-n4cnnn4)cc3)C2)cc1 (centres undefined)	3	-1	0	-4	-1	2	0.7	-3	96	-1.0
Cc1noc(C)c1COc1ccc(C(=O)OCC(=O)NCc2ccccc2Cl)cc1	0	1	-1	-2	-1	1	-0.1	-3	102	-1.4
COc1ccccc1NC(=O)CSc1nc2ccccc2c(=O)n1CC1CCCO1 (centres undefined)	1	-6	0	-3	-2	3	-0.7	-2	117	-1.5
O=C(Nc1ccc2oc(-c3cccnc3)nc2c1)c1ccc(Br)o1	6	1	-8	3	0	10	-0.7	-10	107	-0.3
COc1ccccc1N1CCN(C(=O)c2ccc3c(c2)CCN3S(C)(=O)=O)CC1	-2	3	1	-1	-1	8	-0.5	-1	99	0.1
Nc1c(-c2ccccc2)nc(Cl)nc1-c1ccccc1	8	-25	3	0	-5	30	6.7	5	101	-2.9
CSc1cccc(N2C(=O)C3CCCN3C2=S)c1 (centres undefined)	0	-11	-10	1	1	-5	-0.2	-3	95	1.0
O=C(NCC(c1ccco1)N1CCc2ccccc21)c1cccc([N+](=O)[O-])c1 (centres undefined)	-4	-9	0	7	1	-8	1.8	-3	105	-2.2
Cc1ccc2cc(CN(CC(C)C)C(=O)C3CCCO3)c(=O)[nH]c2c1 (centres undefined)	1	-6	-4	2	1	-1	0.7	1	97	-1.2
C/C(=N\NC(=S)NCc1ccccc1)c1ccc(Cl)s1	0	-2	-3	-2	-5	8	4.1	-3	116	-0.7
O=C(CCN1CCN(CCO)CC1)Nc1ccc(F)c(F)c1	-1	-11	-3	4	2	2	0.0	-3	99	-0.6
O=C(Cc1ccccc1)c1c[nH]c(C(=O)NCc2ccncc2)c1	0	-11	2	0	1	6	1.4	0	/	-0.8
CN(CC(=O)Nc1c(Cl)cccc1Cl)C(=O)C1CC(=O)N(Cc2ccccc2)C1 (centres undefined)	3	-1	/	2	0	30	1.1	-3	97	-0.7
CCN(CC)CC(C)(C)C(=O)/C=C/c1ccc(/C=C/C(=O)C(C)(C)CN(CC)CC)cc1	-1	-2	-1	101*	-3	-4	0.0	-50	/	0.1
Nc1ccn([C@@H]2O[C@H](CO)[C@@H](O)C2O)c(=O)n1 (some centres undefined)	-6	-4	8	/	1	-1	0.3	2	107	-0.8
CC(C)NC(=O)c1nc2c(nnn2Cc2cccc(Cl)c2)c(=O)[nH]1	0	4	/	0	2	-3	-0.7	-3	115	0.0
Cc1c(C(=N)C(C#N)C#N)c(=N)oc2c1ccc1ccccc12	-1	-4	-3	-2	2	36	-2.9	2	89	-1.3
CCS(=O)(=O)N1Cc2ccccc2CC1C(=O)Nc1nnc(SCc2ccc(C#N)cc2)s1 (centres undefined)	0	11	0	2	5	37	0.3	-3	116	-3.0
CCNc1ccc(P(=O)(c2ccccc2)c2ccccc2)cc1	1	-6	4	6	-10	-13	1.9	-1	79	/
O=C(NC1(Cc2ccc(O)cc2)CCCCC1)c1ccccc1	0	-8	2	-2	-3	5	-0.5	1	106	-1.8
CCOC(=O)c1c(C)[nH]c(C(=O)COC(=O)c2cnc(C)cn2)c1C	11*	-16	-8	/	1	19	-0.3	0	102	-3.1
CCO[C@@H]1OC(C(=O)NC2CC2)=C[C@H](c2ccccc2)[C@H]1CCCO	5	-10	-6	/	1	-7	-0.2	-2	107	-0.4
COc1ccccc1NC(=O)C1CCCN1C(=O)NC1CCCCC1 (centres undefined)	2	2	0	-5	-2	-3	0.7	-3	107	-1.9
CCC(=Nc1ccc(N)cc1)C1=C(O)C(C(=O)OC)C(C)(C)CC1=O (centres undefined)	3	-1	-1	0	5	-1	3.4	0	85	-2.0
COc1ccc(-c2noc(N3CCC(C(=O)Nc4cccc(OC)c4)CC3)n2)cc1	2	6	1	/	-8	8	1.1	-1	105	-0.5

2 successive records already listed, quoted:
smiles	V-ATPase pH	Cardiac RTF inh	CAL PDZ FP-1	NSD2 HMT inh	DAGLB inhibitor	Arrestin-AP2 inh	LANA DNA inh	Keap1 Nrf2 FP	DSG3 Ab inh	CAL PDZ FP-2
CCO[C@@H]1OC(C(=O)NC2CC2)=C[C@H](c2ccccc2)[C@H]1CCCO	5	-10	-6	/	1	-7	-0.2	-2	107	-0.4
COc1ccccc1NC(=O)C1CCCN1C(=O)NC1CCCCC1 (centres undefined)	2	2	0	-5	-2	-3	0.7	-3	107	-1.9

Next section:
smiles	V-ATPase pH	Cardiac RTF inh	CAL PDZ FP-1	NSD2 HMT inh	DAGLB inhibitor	Arrestin-AP2 inh	LANA DNA inh	Keap1 Nrf2 FP	DSG3 Ab inh	CAL PDZ FP-2
CCc1cccc(C)c1NC(=S)NCC(c1cccnc1)N1CCOCC1 (centres undefined)	-3	-4	-2	-1	0	0	1.1	-4	94	-2.0
CCNC(=O)C(Cc1ccccc1)NC(=O)OCc1ccccc1 (centres undefined)	-1	/	3	3	/	-7	-0.2	-5	104	-0.5
O=[N+]([O-])c1cccc(-c2noc(COc3ccccc3)n2)c1	1	1	-1	-4	-7	12	-1.1	-2	103	0.3
O=C(N/C(=C/c1ccco1)C(=O)N1CCOCC1)c1cccs1	-4	-3	0	2	-2	14	0.4	-5	100	-2.4
